Screening data (PubChem BioAssay)
SUMO1 PPI mod – modulators of SUMO1 protein-protein interactions, primary screen, biochemical, uHTS | Small ubiquitin-related modifier 1 (Homo sapiens), P63165 | SUMO1 binding to a labelled peptide, TR-FRET, 1 h | inhibition, % at 20 µM | 0.33% of 360,000 active | AID 602429, 2012; in the data active = inhibition above about 37%
Target sequence (P63165 whole entry, looked up): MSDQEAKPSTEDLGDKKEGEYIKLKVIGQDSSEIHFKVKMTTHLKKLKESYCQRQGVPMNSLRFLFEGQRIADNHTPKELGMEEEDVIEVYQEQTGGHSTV
Tb MetRS inh – T. brucei MetRS inhibitors, primary screen, biochemical, luminescence; methionyl-tRNA synthetase (Trypanosoma brucei brucei); inhibition, % at 11.9 µM; 0.4% of 360,000 active; AID 624268, 2012; purified T. brucei MetRS, ATP depletion, Kinase-Glo luminescence;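 active = inhibition above a per-plate cutoff of the control wells' mean inhibition plus 3 SD, cut at about 5.5% in these data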;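 note: 0% = DMSO wells median and 100% = median of wells with control inhibitor compound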
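Material: T. brucei methionyl-tRNA synthetase, purified; reagent: substrates ATP, L-methionine and bulk Escherichia coli tRNA; dosing: 11.9 µM single point; timing: 15 min plus 2 h at 25 °C; detection: luminescence of leftover ATP; evaluation: % inhibition; control set: DMSO-only wells as low control; replicates: singlicate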
NRP1-CendR mod – modulators of CendR peptide binding to NRP-1, primary screen, biochemical, fluorescence polarization, uHTS. Neuropilin-1 (Homo sapiens), O14786. FAM-RPARPAR peptide binding to NRP-1. inhibition, % at 25 µM. 0.85% of 360,000 active;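 active = inhibition or corrected inhibition above about 18%, plus a signal ratio from 0.5 to 1.5, limit read from the data, passing the limit was not always enough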; note: strong numbers were not always called active
STEP inh – STEP phosphatase inhibitors, primary screen, biochemical, fluorescence intensity, uHTS; Tyrosine-protein phosphatase non-receptor type 5 (Homo sapiens), P54829; recombinant STEP, OMFP fluorogenic substrate; inhibition, % at 20 µM; 0.25% of 360,000 active;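 active = inhibition at 20 µM, scaled per plate between control wells, above about 37%, limit read from the data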;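 note: 0% = DMSO with enzyme and substrate and 100% = substrate only without enzyme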
Target sequence (P54829 whole entry, looked up): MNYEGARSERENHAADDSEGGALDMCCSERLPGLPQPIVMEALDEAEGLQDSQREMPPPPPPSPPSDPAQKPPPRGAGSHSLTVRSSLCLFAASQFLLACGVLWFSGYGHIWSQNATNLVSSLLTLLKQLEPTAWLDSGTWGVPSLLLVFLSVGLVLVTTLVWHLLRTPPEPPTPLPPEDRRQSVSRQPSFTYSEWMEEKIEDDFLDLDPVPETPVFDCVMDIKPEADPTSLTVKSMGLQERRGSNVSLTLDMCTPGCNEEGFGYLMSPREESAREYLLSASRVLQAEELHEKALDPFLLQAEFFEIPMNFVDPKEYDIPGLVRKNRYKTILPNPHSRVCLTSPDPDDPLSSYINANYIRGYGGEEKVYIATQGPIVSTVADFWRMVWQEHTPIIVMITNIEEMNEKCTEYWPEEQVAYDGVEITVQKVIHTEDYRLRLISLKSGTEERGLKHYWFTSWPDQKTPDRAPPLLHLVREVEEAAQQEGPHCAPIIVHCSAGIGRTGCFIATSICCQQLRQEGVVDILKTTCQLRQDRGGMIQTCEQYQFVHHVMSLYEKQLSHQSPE
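Assay system: isolated STEP enzyme. Buffer or medium: pH 6.0 Bis-Tris with DTT and Tween 20. Also added: fluorogenic phosphatase substrate OMFP at 25 µM final. Dosing: 20 µM, 1% DMSO. Timing: 20 min reaction, room temperature, in the dark. Measured by: fluorescence intensity, excitation 480 nm, emission 540 nm. Evaluation: normalized % inhibition.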
Neddyl block – inhibitors of cullin neddylation, primary screen, biochemical, TR-FRET, uHTS, NAE and Ubc12. calls only at 25 µM. AID 651699, 2012. 0.58% of 360,000 active; in the data active = inhibition above about 36%
DNMT1 block – human DNMT1 methyltransferase inhibitors, primary screen, biochemical, molecular beacon, fluorescence, HinP1I cleavage, uHTS; 0.83% of 360,000 active; DNA (cytosine-5)-methyltransferase 1 (Homo sapiens), P26358; inhibition (reported as % activation of signal), % at 10 µM; AID 588458, 2011; in the data active = inhibition above about 50%
NadD block – inhibitors of S. aureus NadD, primary screen, biochemical, colorimetric, uHTS; purified NadD enzyme, colorimetric absorbance read-out; inhibition, % at 20 µM; 0.78% of 360,000 active; AID 602399, 2012; in the data active = inhibition above about 26%; note: some compounds past the cut are filed as inactive
LMPTP inh – LMPTP phosphatase inhibitors, primary screen, biochemical, fluorescence intensity, uHTS | Low molecular weight phosphotyrosine protein phosphatase (Homo sapiens), P24666 | recombinant LMPTP-A, OMFP fluorogenic substrate | inhibition, % at 20 µM | 0.22% of 360,000 active;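 active = compounds that cut the enzyme signal by at least half of the control window in the single-dose screen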;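 note: plate controls were DMSO wells with enzyme plus substrate for no effect and substrate without enzyme for full effect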
Target sequence (P24666 whole entry, looked up): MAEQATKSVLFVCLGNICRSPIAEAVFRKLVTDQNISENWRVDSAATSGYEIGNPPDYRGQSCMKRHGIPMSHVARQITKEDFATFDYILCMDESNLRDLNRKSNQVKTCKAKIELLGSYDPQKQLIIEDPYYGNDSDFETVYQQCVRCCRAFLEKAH
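Test system – LMPTP-A enzyme · Amount – LMPTP-A at 0.625 nM final in the reaction · Buffer or medium – Bis-Tris pH 6.0, DTT, detergent · Reagent – OMFP 400 µM · Doses – single 20 µM dose · Schedule – reaction 50 min, room temperature, dark · Detection – fluorescence intensity of OMFP turnover product · Evaluation – percent inhibition versus substrate-only and uninhibited controls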
Scp-1 inhibitor – Scp-1 phosphatase inhibitors, primary screen, biochemical, colorimetric, uHTS; inhibition, % at 20 µM; Recombinant Scp1, phosphopeptide, malachite green phosphate absorbance; Carboxy-terminal domain RNA polymerase II polypeptide A small phosphatase 1 (Homo …; 0.88% of 340,000 active; AID 493091, 2011;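 active = inhibition above about 50% at 20 µM, limit read from the data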;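 note: plate controls were DMSO wells with enzyme for no effect and wells lacking enzyme for full effect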
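System: truncated SCP-1 phosphatase (76-261aa); medium: Tris acetate buffer pH 5.5 with MgCl2 and Tween-20; incubation: 45 min room-temperature reaction, 5 min colour, 30 min stabiliser; compound: single 20 µM dose, 1% DMSO; reagent: Phosphorylated 17-residue peptide substrate; read-out: % inhibition at 20 µM; technique: colorimetric free-phosphate detection, absorbance 630 nm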
SKN-1 block – suppressors of acrylamide-induced Pgst-4::GFP reporter in worms, primary screen, SKN-1 inhibitor project, whole organism, uHTS, GFP/RFP fluorescence ratio, strain VP596; C. elegans VP596 Pgst-4::GFP/RFP ratio, 24 h; inhibition, % at 21.8 µM; 0.49% of 360,000 active;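 active = interference check ratio from 0.5 to 1.5 plus GFP to RFP signal ratio inhibition reaching or exceeding a fixed threshold, cut at about 30% in these data, passing the limit was not always enough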; note: some compounds called inactive have numbers as strong as hits
Active calls of the source: *; i = inactive; · = no result given. The order is random; about 4.6% have a hit in one of these screens.

1) COc1ccc(CC(=O)Nc2nc(-c3ccccc3)c(C(C)=O)s2)cc1OC
2) CCCCOc1ccc(-c2c(C#N)c(N)[nH]c(=S)c2C#N)cc1
3) COc1ccc2c3n(nc2c1)CCN=C3c1ccc(Cl)cc1
4) CC(C)(C)OC(=O)N/N=C\c1ccc[nH]1
5) CN(C)S(=O)(=O)Oc1cccc(C(=O)Nc2ccc(Cl)c(Cl)c2)c1
6) CN(C)c1ccc(/C=N/n2c(COc3ccccc3)n[nH]c2=S)cc1
7) Cc1nn(-c2ccccc2)c(N)c1N=O
8) COC(=O)c1cc(S(=O)(=O)Nc2c(C)cccc2C)cn1C
9) CC1(C)OC(=O)C2=C(CC(c3ccccc3)OC2CCc2ccccc2)O1 (centres undefined)
10) CC(=O)Nc1ccc(S(=O)(=O)Nc2nc3ccccc3nc2N2CCOCC2)cc1
assay / compound	1	2	3	4	5	6	7	8	9	10
SKN-1 block	7	-8	28	3	0	-12	12	1	9	10
NadD block	-3	31*	-2	-3	-16	8	5	-6	3	0
NRP1-CendR mod	9	-10	6	3	2	-4	13	-1	-1	13
Neddyl block	i	i	i	i	i	i	i	i	i	i
SUMO1 PPI mod	-23	-8	-6	4	4	-5	-35	2	4	-9
LMPTP inh	0.5	1.8	-4.5	-0.1	3.7	-0.7	-0.1	-1.2	2.6	0.3
Scp-1 inhibitor	-5	-11	-6	-2	-3	9	-14	3	·	5
DNMT1 block	-4	-4	2	0	-12	5	-2	-1	-9	7
STEP inh	0	2	-2	2	1	-5	-1	0	4	-3
Tb MetRS inh	-1.3	0.3	-0.3	0.0	-0.4	-1.7	-0.2	-0.1	-1.0	-0.5

Another view of part of the listing above.
1) COc1ccc(CC(=O)Nc2nc(-c3ccccc3)c(C(C)=O)s2)cc1OC
- SKN-1 block: 7
- NadD block: -3
- NRP1-CendR mod: 9
- Neddyl block: i
- SUMO1 PPI mod: -23
- LMPTP inh: 0.5
- Scp-1 inhibitor: -5
- DNMT1 block: -4
- STEP inh: 0
- Tb MetRS inh: -1.3
2) CCCCOc1ccc(-c2c(C#N)c(N)[nH]c(=S)c2C#N)cc1
- SKN-1 block: -8
- NadD block: 31*
- NRP1-CendR mod: -10
- Neddyl block: i
- SUMO1 PPI mod: -8
- LMPTP inh: 1.8
- Scp-1 inhibitor: -11
- DNMT1 block: -4
- STEP inh: 2
- Tb MetRS inh: 0.3

The list continues.
11) O=C(O)CSc1nc2ccccc2n1Cc1ccccc1
12) COc1ccc(CNc2ccc(-c3ccc(OC)cc3)nn2)cc1
13) CCCC(C)NC(=O)Cc1ccccc1 (centres undefined)
14) COc1cc(CN2CCN(CCc3ccccc3)C(CCO)C2)cc(OC)c1 (centres undefined)
15) COc1cccc(CNC(=O)CCNS(=O)(=O)c2cccs2)c1
16) CCCN1CCC(=O)N(CCSc2ccc(C)cc2)CC1
17) COc1ccc(NC(=O)CN(C)C(=O)CCc2c[nH]c3ccccc23)cc1
18) CCOC(=O)C1=C(C)N=C2SC(C)C(=O)N2C1c1ccc(OC(C)=O)c(OC)c1 (centres undefined)
19) Cc1cccc(OCC(=O)Nc2ccc(NC(=O)c3ccco3)c(C)c2)c1
20) COc1ccc(CCCNC(=O)C2CCC(=O)N(Cc3ccc(Cl)cc3)C2)cc1 (centres undefined)
assay / compound	11	12	13	14	15	16	17	18	19	20
SKN-1 block	-6	20	-4	-1	18	9	-6	25	-2	6
NadD block	-1	-6	-4	-6	-4	-7	0	15	-3	-1
NRP1-CendR mod	-3	6	-1	11	-2	14	13	7	16	1
Neddyl block	i	i	i	i	i	i	i	i	i	i
SUMO1 PPI mod	5	1	0	2	-5	3	-3	0	-3	3
LMPTP inh	-0.3	1.3	-2.5	-2.2	-1.9	-2.7	-1.5	1.0	-0.2	-0.6
Scp-1 inhibitor	-7	-4	0	-1	-7	-2	-5	-7	-3	-2
DNMT1 block	-1	5	1	0	1	4	0	-14	1	1
STEP inh	0	-6	3	-4	2	0	0	2	1	-1
Tb MetRS inh	-0.2	-0.8	-0.3	-0.3	-0.5	-0.1	0.5	-0.1	0.1	-0.3

21) O=C(Cc1ccc(Cl)cc1)NNC1CC(=O)N(c2ccc3ccccc3c2)C1=O (centres undefined)
22) CCOc1ccc(CC(=O)NNC(=S)NC)cc1Br
23) CCCCn1c(N)c(N(CCOC)C(=O)CSc2nnc(-c3ccc(F)cc3)n2N)c(=O)[nH]c1=O
24) COc1ccccc1Oc1nc(C)c(C(C)=O)cc1C#N
25) CNC(=S)N/N=C/c1c(C)nn(-c2ccc(F)cc2)c1Cl
26) CCCCn1c(=O)[nH]c(=O)c2c1nc(-c1ccc(OCCC)c(OCC)c1)n2CCOC
27) CC(C)(C)/C(Cn1cncn1)=N\OC(=O)Nc1ccc(Cl)cc1
28) CCCCC(=O)Nc1ccc(NC(=O)c2ccc([N+](=O)[O-])cc2)cc1OC
29) C=CCc1cccc(CNn2cnnc2)c1O
30) CC1CCN(C(=O)c2cc(Cl)nc3ccccc23)CC1
assay / compound	21	22	23	24	25	26	27	28	29	30
SKN-1 block	7	-2	14	3	4	10	14	3	5	12
NadD block	-1	1	2	0	-4	-5	1	2	-1	-2
NRP1-CendR mod	2	5	-1	7	14	-6	-5	-2	-1	-4
Neddyl block	i	i	i	i	i	·	i	i	i	i
SUMO1 PPI mod	4	2	2	-3	1	0	-3	-11	7	-1
LMPTP inh	0.2	-1.5	-0.5	-0.2	-1.1	-0.5	-2.0	-1.0	-2.1	-0.2
Scp-1 inhibitor	-5	-7	-7	2	-9	-4	-7	-8	-2	-1
DNMT1 block	-9	2	7	6	-9	0	5	4	2	-6
STEP inh	1	0	1	0	0	2	1	-2	1	-2
Tb MetRS inh	-0.1	0.1	-0.3	-0.8	-0.4	-1.2	-0.5	0.6	0.5	0.2

31) O=C(NCC(c1ccco1)N1CCCC1)c1sc2ccccc2c1Cl (centres undefined)
32) COC(=O)c1c(C)oc(C)c(C(=O)OC)c1=O
33) C[C@H](CO)N1C[C@H](C)[C@@H](CN(C)C(=O)Nc2ccccc2)Oc2ccc(NC(=O)CCC(F)(F)F)cc2C1=O
34) Cc1cc2oc(=O)c3c(c2cc1OC(=O)c1ccco1)CCCC3
35) O=C(CSc1ccccn1)Nc1ccc2c(c1)C(=O)c1ccccc1C2=O
36) O=C(NCc1ccc(C(F)(F)F)cc1)C1CC(c2ccccc2[N+](=O)[O-])=NO1 (centres undefined)
37) CC(=O)Oc1ccc(/C=N/NC(=S)Nc2ccccc2)cc1
38) C/C(=N\Nc1ccc2nncn2n1)c1cccs1
39) CC1CC(N(C(=O)C2CC2)c2ccccc2)c2ccccc2N1C(=O)C1CC1 (centres undefined)
40) O=[N+]([O-])c1cccc(-c2nnc3c4ccccc4c4ccccc4n23)c1
assay / compound	31	32	33	34	35	36	37	38	39	40
SKN-1 block	1	-35	9	-5	-7	-13	1	9	24	1
NadD block	-6	-3	-1	-3	6	-2	0	1	3	5
NRP1-CendR mod	0	3	0	0	-18	11	-10	-10	13	1
Neddyl block	i	i	i	i	i	i	i	i	i	i
SUMO1 PPI mod	-5	3	4	14	35	-18	0	-11	-2	-1
LMPTP inh	-0.5	-0.2	0.6	0.6	49	-0.5	0.8	-0.5	-0.4	2.1
Scp-1 inhibitor	-5	3	-1	3	108*	-5	-7	-3	-5	-8
DNMT1 block	-4	-1	-1	4	87*	0	-5	1	6	16
STEP inh	2	-1	1	0	41*	1	2	0	1	2
Tb MetRS inh	0.1	-0.7	-0.2	-0.6	-0.1	-0.1	-0.3	-0.5	-0.2	-0.3

41) COc1ccc(N=C2NC(=O)/C(=C\C=C\c3ccco3)S2)cc1
42) CCCc1nnc(NC(=O)CC(=O)OCC)s1
43) CC1=Cc2ccccc2C(C#N)N1C(=O)c1ccccc1 (centres undefined)
44) CC(=O)NC(C)c1nc2ccccc2n1CC(=O)N1C(C)CCCC1C (centres undefined)
45) O=C(c1ccc2c3c(cccc13)C(=O)N(O)C2=O)N1CCCCC1
assay / compound	41	42	43	44	45
SKN-1 block	0	-17	26	0	10
NadD block	36*	3	-7	-3	-4
NRP1-CendR mod	-45	-15	17	-9	-15
Neddyl block	i	i	i	i	i
SUMO1 PPI mod	24	1	-1	-3	-13
LMPTP inh	32	-1.5	0.6	-0.8	-0.8
Scp-1 inhibitor	25	-10	-7	15	-13
DNMT1 block	80*	0	-1	11	-1
STEP inh	6	-2	-1	2	7
Tb MetRS inh	0.2	0.5	-0.3	-1.4	0.1

Copied from the list.
Reading of CNC(=S)N/N=C/c1c(C)nn(-c2ccc(F)cc2)c1Cl in STEP inh: 0
Reading of O=C(CSc1ccccn1)Nc1ccc2c(c1)C(=O)c1ccccc1C2=O in SKN-1 block: -7
Reading of CCCCn1c(=O)[nH]c(=O)c2c1nc(-c1ccc(OCCC)c(OCC)c1)n2CCOC in SUMO1 PPI mod: 0
Reading of CC(C)(C)OC(=O)N/N=C\c1ccc[nH]1 in NRP1-CendR mod: 3
